From PubChem BioAssay
ssDAF12 agonist = S. stercoralis DAF-12 nuclear receptor activators, primary screen, cell-based, luminescence, HEK293, GRIP1 co-expression, lit1-tk-luc; activation, % at 6.8 µM; HEK293 ssDAF-12/GRIP1 lit1-tk-luc reporter; % of 3 µM dafachronic acid response; hit rate 1% among 370,000;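 active = activation above the mean over all tested compounds plus 3 SD, cut at about 0.9% in these data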;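 note: 0% = DMSO-only wells and 100% = 3 µM delta7-dafachronic acid wells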
ADAM17 inh = ADAM17 inhibitors, primary screen, biochemical, QFRET; recombinant ADAM17, EDANS/DABCYL FRET peptide cleavage; Disintegrin and metalloproteinase domain-containing protein 17 (Homo sapiens), P78536; inhibition, % at 6.95 µM; AID 720648, 2013; hit rate 0.83% among 370,000;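 active = inhibition above the mean of compounds lying between control limits plus 3 SD, set per campaign, cut at about 8.5% in these data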;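 note: 0% = DMSO-only wells as the low control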
DAX1 inh-1 = DAX1 (NR0B1) inhibitors on StAR promoter, primary screen, cell-based, luminescence, SF-1 (NR5A1), full-length DAX-1; HEK293T StAR-luciferase reporter, SF-1/DAX-1 repression relief; inhibition, % at 6.8 µM; hit rate 1.1% among 370,000; AID 652010, 2013;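 active = inhibition above the mean over all tested compounds plus 3 SD, cut at about 3.6% in these data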;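 note: 0% = DAX-1 cells with DMSO and 100% = cells lacking DAX-1 with DMSO; higher inhibition means more luminescence from relief of DAX-1 repression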
hgDAF12 agonist = H. glycines DAF-12 receptor agonists, primary screen, cell-based, luminescence, HEK293, GAL4 fusion, UAS-luciferase | Nuclear hormone receptor DAF-12 (Heterodera glycines), GAL4 fusion | HEK293 GAL4-hgDAF12 UAS-luciferase reporter, agonist luminescence; normalized to butyrate control | activation, % at 6.8 µM | hit rate 1.8% among 370,000 | AID 687014, 2013;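 active = activation above a cutoff set at the mean of all screened compounds plus 3 SD, cut at about 10% in these data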;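 note: 0% = DMSO wells and 100% = sodium butyrate wells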
PLC-gamma1 inh = PLC-gamma1 enzyme inhibitors, primary screen, biochemical, fluorescence, purified enzyme; fluorogenic substrate; hit rate 0.84% among 370,000; AID 720700, 2013; inhibition, % at 12.2 µM; in the data active = inhibition above about 9.5%
hcDAF12 agonist = H. contortus DAF-12 nuclear receptor activators, primary screen, cell-based, luminescence, HEK293, lit1-tk-luc reporter; HEK293 hcDAF-12 lit1-tk-luc reporter; 0% DMSO, 100% Δ7-dafachronic acid; activation, % at 6.8 µM; hit rate 1.4% among 370,000;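 active = activation above the mean of all tested compounds plus 3 SD, cut at about 5.5% in these data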;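 note: 100% = response to 3 µM Δ7-dafachronic acid high control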
ADAM10 inh = human ADAM10 inhibitors, primary screen, biochemical, QFRET, HTS | Disintegrin and metalloproteinase domain-containing protein 10 (Homo sapiens), O14672 | recombinant ADAM10, EDANS/DABCYL FRET peptide cleavage, 3 h | inhibition, % at 7 µM | hit rate 0.62% among 370,000 | AID 720582, 2013;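 active = inhibition above a per-campaign cutoff equal to the mean of compounds falling between control-based bounds plus 3 SD, cut at about 20% in these data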;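 note: 0% = DMSO wells while the 100% control is not disclosed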
PLCb3 inh = human PLC-beta3 inhibitors, primary screen, biochemical, fluorescence; Purified PLC-beta3, fluorogenic substrate; inhibition, % at 12.2 µM; hit rate 0.18% among 370,000; AID 720704, 2013; in the data active = inhibition above about 11%;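 note: 0% = median of compound wells on plate and 100% = full blocker control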
DAX1 inh-2 = DAX1 (NR0B1) inhibitors, primary screen, cell-based, HEK293, Gal4-DAX1, luciferase luminescence. Nuclear receptor subfamily 0 group B member 1 (Homo sapiens), P51843. HEK293 Gal4-DAX1 luciferase reporter. inhibition, % at 6.75 µM. hit rate 0.99% among 340,000. AID 504766, 2011;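 active = inhibition above the mean over all tested compounds plus 3 SD, cut at about 4.2% in these data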;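 note: 0% = DAX1-transfected cells with DMSO and 100% = empty-vector control cells with DMSO; inhibition shows as a rise in luminescence from relieved DAX1 repression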
Target sequence (P51843 207-470 limits assumed): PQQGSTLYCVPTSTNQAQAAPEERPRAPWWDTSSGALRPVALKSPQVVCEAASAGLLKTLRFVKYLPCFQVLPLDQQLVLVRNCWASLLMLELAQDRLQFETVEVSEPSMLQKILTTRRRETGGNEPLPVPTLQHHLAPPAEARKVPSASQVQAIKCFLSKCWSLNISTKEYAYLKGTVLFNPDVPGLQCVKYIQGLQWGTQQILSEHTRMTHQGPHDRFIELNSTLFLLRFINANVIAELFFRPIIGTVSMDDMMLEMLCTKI
HGIII-sPLA2 inh = human group III sPLA2 inhibitors, primary screen, biochemical, QFRET, BODIPY PC-A2 liposome substrate. Group 3 secretory phospholipase A2 (Homo sapiens), Q9NZ20. QFRET BODIPY PC-A2 liposome hydrolysis, fluorescence. inhibition, % at 12.2 µM. hit rate 0.56% among 370,000. AID 743126, 2013;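 active = inhibition above mean plus 3 SD of compounds lying within the high and low control bounds, cut at about 19% in these data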;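 note: 0% = median of test compound wells and 100% = no enzyme DMSO wells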
Target sequence (Q9NZ20 whole entry, looked up): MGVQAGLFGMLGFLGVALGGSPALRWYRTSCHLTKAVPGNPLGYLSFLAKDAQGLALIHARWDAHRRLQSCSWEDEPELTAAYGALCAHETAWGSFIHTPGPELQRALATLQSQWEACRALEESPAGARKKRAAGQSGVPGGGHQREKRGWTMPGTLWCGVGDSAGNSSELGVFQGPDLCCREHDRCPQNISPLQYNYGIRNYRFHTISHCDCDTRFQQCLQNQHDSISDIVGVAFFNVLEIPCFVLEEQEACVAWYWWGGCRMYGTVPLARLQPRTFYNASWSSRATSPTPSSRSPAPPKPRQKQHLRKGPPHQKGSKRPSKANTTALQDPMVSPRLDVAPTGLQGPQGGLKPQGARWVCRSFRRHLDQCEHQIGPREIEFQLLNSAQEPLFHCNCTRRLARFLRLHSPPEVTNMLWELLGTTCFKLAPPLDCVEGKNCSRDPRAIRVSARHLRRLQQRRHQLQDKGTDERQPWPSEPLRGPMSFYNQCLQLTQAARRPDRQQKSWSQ
FXN GAA850 act = FXN promoter activators, primary screen, cell-based, luciferase luminescence, HEK293 lucGAA850; HEK293 lucGAA850 FXN promoter luciferase reporter, 24 h; percent of 10 µM SAHA response; activation, % at 6 µM; hit rate 0.56% among 360,000;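 active = activation above the average of all compounds screened plus 3 SD, cutoff fixed separately per campaign, cut at about 7.5% in these data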;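 note: 0% = DMSO wells and 100% = 10 µM SAHA wells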
* = called active by the depositor; . = not tested or not shown.

SMILES	ssDAF12 agonist	ADAM17 inh	DAX1 inh-1	hgDAF12 agonist	PLC-gamma1 inh	hcDAF12 agonist	ADAM10 inh	PLCb3 inh	DAX1 inh-2	HGIII-sPLA2 inh	FXN GAA850 act
CC1CCCN(CC(=O)N2c3ccccc3Sc3ccccc32)C1 (centres undefined)	-1.4	2	-0.4	-1.0	1	-1.6	3	2	0.3	-5	1.1
Cc1nnc(SCC(=O)O)s1	-1.4	-3	0.2	-0.2	-2	-0.3	1	0	-0.1	5	1.1
O=C(Cn1cc(C(F)(F)F)cc(Cl)c1=O)NCc1ccc(F)cc1	-0.2	-2	0.8	7.1	-2	3.6	-4	-9	3.3	-2	2.8
CCN1CCN(C(c2cccs2)C(C)NC(=O)C(=O)N2CCCCC2)CC1 (centres undefined)	-1.5	6	-0.5	1.0	3	1.6	2	-1	0.3	-6	3.5
CCN1CCN(CCCNC(=O)c2cc3c(=O)oc4ccc(C)cc4c3s2)CC1	-0.7	-33	0.3	1.1	-4	2.0	-89	-12	2.4	-1	0.1
C/C(=N\NC(N)=O)C1CC(CC(C)C)C(=O)O1 (centres undefined)	-1.4	-6	0.2	-1.8	-3	-0.3	-5	-1	-1.0	6	2.3
Cc1ccc(N2CC(C(=O)NCCN3CCOCC3)CC2=O)cc1 (centres undefined)	-1.6	-3	-0.2	2.6	0	-1.6	2	-8	0.3	3	0.4
COc1ccc(Nc2nc(-c3c[nH]c4ccccc34)cs2)cc1	0.8	6	1.4	5.8	-31	11*	10	-43	-0.5	9	7.5
O=C(N/N=C/c1ccncc1)c1cnccn1	-0.9	-5	-0.2	1.2	4	-0.4	-7	0	-1.8	14	1.5
CCOC(=O)CC1=C(C(=O)OCC)C(c2ccc(OC)cc2OC)C(C#N)=C(N)O1 (centres undefined)	-0.8	-2	-0.5	1.1	-3	-1.4	-7	-8	-0.6	-25	-0.8
COc1ccc(-c2nnc(-c3ccc(C)cc3)o2)cc1	0.8	-10	2.0	7.9	-4	3.0	-26	-1	3.3	-9	5.5
COC(=O)C1CN(Cc2ccc(Cl)cc2)CCS(=O)(=O)N1Cc1cn(Cc2ccc(C)cc2)nn1 (centres undefined)	-1.1	4	0.2	0.6	-1	-3.8	10	2	.	-15	.
CC1(C)CC(=O)C2=C(C1)OC(N)=C(C#N)C21CCN(Cc2ccccc2)CC1	-0.8	-13	-0.3	0.8	-22	-1.7	-39	-28	1.7	-5	1.6
Cn1c(=O)c2c(-c3ccccc3)n(-c3cccc(O)c3)cc2n(C)c1=O	-0.9	-5	-1.6	-2.2	-13	1.6	-27	-24	.	-6	.
CCOC(=O)C1(C)CCCN1C(=O)c1sccc1C (centres undefined)	-0.8	-4	0.7	-1.8	1	0.8	-10	-1	.	15	-0.6
CCOc1ccc(/C=N/O)cc1	-1.4	-2	-0.6	3.2	1	0.5	-7	2	0.3	9	1.9
CCC1C/C(=C/c2cccs2)C(=O)/C(=C/c2cccs2)C1 (centres undefined)	-1.4	-5	-0.5	-0.9	-7	1.4	4	-10	-2.1	9	-1.8
CC(C)(C)C(=O)NC(=S)NNC(=O)c1ccc(Cl)cc1Cl	-1.7	2	-0.1	-2.0	0	-1.7	8	-6	1.4	42*	0.2
CN(C(=O)COC(=O)Cc1ccc(Cl)cc1)C1CCCCC1	-1.0	-3	0.3	-1.2	6	-0.5	-13	6	-0.1	9	1.4
Cc1cc(C(=O)NNC(=S)NCc2ccccc2)cs1	-0.8	7	-0.2	-3.0	-1	-0.7	9	13*	-0.8	19	0.1

Next section; it opens with the 3 that closed the last part.
SMILES	ssDAF12 agonist	ADAM17 inh	DAX1 inh-1	hgDAF12 agonist	PLC-gamma1 inh	hcDAF12 agonist	ADAM10 inh	PLCb3 inh	DAX1 inh-2	HGIII-sPLA2 inh	FXN GAA850 act
CC(C)(C)C(=O)NC(=S)NNC(=O)c1ccc(Cl)cc1Cl	-1.7	2	-0.1	-2.0	0	-1.7	8	-6	1.4	42*	0.2
CN(C(=O)COC(=O)Cc1ccc(Cl)cc1)C1CCCCC1	-1.0	-3	0.3	-1.2	6	-0.5	-13	6	-0.1	9	1.4
Cc1cc(C(=O)NNC(=S)NCc2ccccc2)cs1	-0.8	7	-0.2	-3.0	-1	-0.7	9	13*	-0.8	19	0.1
CCCCCCC(C)n1cc(C(C)=O)c(=O)n(C)c1=O (centres undefined)	-2.2	-5	-0.5	-1.6	1	-3.6	7	-1	-0.9	12	3.3
O=C(CSc1n[nH]c(-c2ccccn2)n1)Nc1ccccc1F	-1.4	-4	-0.8	1.9	-4	-0.8	3	-3	0.4	-4	2.0
Cc1ccc(NC(=O)CCN2CCCCC2)cc1	-3.6	-2	-2.2	-16	-2	-7.0	3	3	-3.4	3	-11
CCC(=O)Nc1cccc(-c2nnc(SCC(=O)c3ccccc3)n2C)c1	-0.2	-3	-0.1	-0.7	0	0.4	-15	3	3.2	4	4.9
O=C(COc1ccc(Cl)cc1Cl)NC1CCSC1=O (centres undefined)	-0.5	0	1.1	9.6	1	1.4	4	0	0.1	-4	2.8
CC1CCCC(C)N1C(=O)Cn1nnc(-c2ccc([N+](=O)[O-])cc2)n1 (centres undefined)	-1.3	2	-0.3	0.2	4	-3.7	-2	-3	-1.0	12	2.4
COC(=O)c1cnc(N)s1	-1.0	-4	-0.7	-0.3	0	-1.1	-1	-2	0.7	-1	-0.9
COc1ccccc1NS(=O)(=O)c1cc2c3c(c1)CCN3C(=O)CC2	-1.2	-4	0.7	-0.4	2	1.7	1	-10	-0.7	14	-0.4
CCc1ccc(OCC(=O)Nc2ccc(N3CCN(C(=O)c4ccccc4)CC3)cc2)cc1	-1.0	5	0.1	-3.1	-3	-1.6	-10	-16	-0.4	1	-0.9
Cc1ccccc1CN1CCN(C2CCC2)CC1CCO (centres undefined)	-1.1	-2	0.3	-0.5	-1	-0.4	1	-4	2.2	4	1.1
COc1ccc(C(=O)Nn2c(C3CCC3)nc3ccccc3c2=O)c(OC)c1	-0.9	-1	-0.6	-1.9	2	-1.1	-3	1	0.1	10	-3.3
COc1ccc(Cc2c(-c3ccccc3)nc3ccc(Cl)cn23)c(C)c1	-0.1	-9	1.5	4.7	-28	1.9	-22	-37	.	-6	.
CC(=O)c1cc(-c2ccc(Oc3ccccc3)cc2)c(=O)n2c1CCC2	-2.0	-7	-1.4	-5.5	-19	-0.5	-6	-28	.	-6	.
COc1ccc(-c2noc(C3CCCN(C(=O)Nc4cccc(C)c4)C3)n2)cc1 (centres undefined)	-1.0	4	2.9	4.9	0	-2.2	1	-3	.	2	.
COc1ccc([C@H]2C[C@H](O)[C@@H](n3cc(COC(=O)c4ccccc4)nn3)CN2C(=O)C2CCCCC2)cc1	-1.1	3	0.1	5.5	1	1.3	-6	0	1.4	-33	-0.9
COCC(C)n1c(SCC(=O)NC2CCCCC2C)nc2ccccc2c1=O (centres undefined)	-1.3	-4	-0.3	2.7	-1	1.0	-3	3	-0.5	0	1.1
O=C(CCCc1ccccc1)N1CCc2ccccc21	2.0*	1	6.2*	16*	1	7.8*	3	1	1.9	-3	2.9
CCOc1ccc(NC(=O)C2CCN(S(=O)(=O)c3cccnc3)CC2)cc1	-1.4	4	0.0	-0.2	12*	-2.8	9	7	-0.6	0	-1.6
NC(=O)COC(=O)c1cccc(NS(=O)(=O)/C=C/c2ccccc2)c1	-0.6	-1	-0.4	0.9	-1	-0.2	-4	3	-1.1	-11	1.9
CN1CCN(C(=O)C[C@@H]2C=C[C@H](NS(=O)(=O)c3cccc(F)c3)[C@@H](CO)O2)CC1	-1.0	-2	1.2	-0.3	3	-0.8	-1	1	.	-2	.

The last 3 compounds of the part before open the next one:
SMILES	ssDAF12 agonist	ADAM17 inh	DAX1 inh-1	hgDAF12 agonist	PLC-gamma1 inh	hcDAF12 agonist	ADAM10 inh	PLCb3 inh	DAX1 inh-2	HGIII-sPLA2 inh	FXN GAA850 act
CCOc1ccc(NC(=O)C2CCN(S(=O)(=O)c3cccnc3)CC2)cc1	-1.4	4	0.0	-0.2	12*	-2.8	9	7	-0.6	0	-1.6
NC(=O)COC(=O)c1cccc(NS(=O)(=O)/C=C/c2ccccc2)c1	-0.6	-1	-0.4	0.9	-1	-0.2	-4	3	-1.1	-11	1.9
CN1CCN(C(=O)C[C@@H]2C=C[C@H](NS(=O)(=O)c3cccc(F)c3)[C@@H](CO)O2)CC1	-1.0	-2	1.2	-0.3	3	-0.8	-1	1	.	-2	.
CCCc1nc(SCC(=O)NCc2ccco2)c2c(=O)n(C)c(=O)n(C)c2n1	-0.7	-1	-0.2	-0.7	3	0.1	2	0	0.1	-4	0.1
O=[N+]([O-])c1ccc(N(CC(O)CN2CCCCC2)S(=O)(=O)c2ccccc2)cc1 (centres undefined)	-0.7	-5	-0.1	-0.5	0	-1.4	1	-4	2.2	3	0.6
COc1ccc(CCNc2c(N)n(Cc3ccccc3)c(=O)[nH]c2=O)cc1OC	-1.2	-18	-0.2	-3.1	-45	-0.1	-40	-61	0.2	-1	3.2
CN(C)S(=O)(=O)N(CC(=O)N1CCN(c2ccccc2)CC1)c1ccccc1	-0.7	-1	-0.3	5.2	2	-0.6	1	1	0.8	-4	0.4
O=C1OC(C(Cl)(Cl)Cl)Nc2ccccc21 (centres undefined)	-0.8	-44	1.2	0.1	-15	1.4	-154	-22	.	3	.
CC(C)Cc1ccc(S(=O)(=O)Nc2ccccn2)cc1	-1.7	-12	0.5	0.4	-8	-2.2	-18	-17	-1.3	-4	-1.3
CCOC(=O)C(=CNNc1ccsc1C(=O)OC)C(=O)OCC	-0.7	1	0.4	-0.1	1	0.0	0	-5	0.6	-11	1.0
CC1CCC(NC(=O)CN2C(=O)C3CC=CCC3C2=O)CC1 (centres undefined)	-0.8	-1	1.2	3.0	-1	-1.1	-10	-3	0.9	5	0.2
Cc1[nH]c(=O)[nH]c(=O)c1S(=O)(=O)Nc1ccc(Br)cc1F	-1.4	3	0.1	3.1	0	-2.5	10	-3	1.8	-4	0.5
